Screening data: PubChem, NMMLSC
Bim-Bcl-B: inhibitors of Bim-Bcl-B binding, primary screen, biochemical, multiplexed, human Bcl-2 family. Bcl-2-like protein 10 (Homo sapiens), Q9HD36. bead-based flow cytometry, Bim peptide-Bcl-B binding. inhibition, % at 10 µM. 190,000 compounds, 0.073% hits;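 further: 0% = tracer peptide without compound and 100% = reference inhibitor peptide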
RGS7-Gao: RGS7-Galphao binding modulators, primary screen, biochemical, multiplexed bead flow cytometry | Guanine nucleotide-binding protein G(o) subunit alpha (Homo sapiens), P09471 | actives lie on both sides | binding response (% of control), % at 10 µM | 220,000 compounds, 0.35% hits | AID 1439, 2008; in the data active means binding response below about 49% or above about 150%; inconclusive means no clear call, values can overlap the other calls; inactive means in between;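 further: fluorescent Galphao held in activated GDP-AlF4 state binding bead-coupled RGS7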
RGS4-Gao reg: modulators of RGS4 binding to Galphao, primary screen, biochemical, multiplexed bead flow cytometry; Guanine nucleotide-binding protein G(o) subunit alpha (Homo sapiens), P09471; actives lie on both sides; binding response (% of control), % at 10 µM; 220,000 compounds, 0.33% hits; AID 1415, 2008; in the data active means binding response below about 49% or above about 150%; inactive means in between;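 further: fluorescent Galphao activated with aluminum fluoride binding bead-coupled RGS4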
Bim-Bcl-W: inhibitors of Bim binding to Bcl-W, primary screen, biochemical, multiplexed, bead-based flow cytometry | AID 952, 2007 | Bim peptide-Bcl-W binding | 190,000 compounds, 0.02% hits | inhibition, % at 10 µM;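 further: 0% = bound tracer without compound and 100% = peptide blocker; higher means less fluorescent Bim peptide bound to Bcl-W beads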
RGS8-Gao reg: RGS8-Galphao binding modulators, primary screen, biochemical, multiplexed bead flow cytometry; actives lie on both sides; response (percent of control binding), % at 10 µM; 220,000 compounds, 0.34% hits; AID 1423, 2008; in the data active means response below about 60% or above about 140%; inactive means in between;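 further: Galphao activated as the GDP aluminium fluoride complex binding bead-coupled RGS8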
Mcl-1 Bim block: inhibitors of Bim peptide binding to Mcl-1, primary screen, biochemical, bead-based flow cytometry, multiplex. Induced myeloid leukemia cell differentiation protein Mcl-1 (Homo sapiens), Q07820. Bim peptide-Mcl-1 binding. inhibition, % at 10 µM. 190,000 compounds, 0.1% hits;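 further: 0% = no compound tracer wells and 100% = peptide blocker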
Bim-Bcl-XL: inhibitors of Bim-Bcl-XL binding, primary screen, biochemical, multiplexed, bead flow cytometry, human Bcl-XL. inhibition, % at 10 µM. 190,000 compounds, 0.04% hits. Bim peptide-Bcl-XL binding, fluorescence. Bcl-2-like protein 1 (Homo sapiens), Q07817
ABCG2 inh: ABCG2 efflux pump inhibitors, primary screen, multiplex with ABCB1, IgMXP3 cells, flow cytometry; Broad substrate specificity ATP-binding cassette transporter ABCG2 (Homo sapiens), Q9UNQ0; JC-1 efflux; inhibition, % at 6.6 µM; 190,000 compounds, 0.1% hits; AID 1325, 2008;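 active means inhibition above 80%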;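 further: 0% = DMSO and 100% = nicardipine control wells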
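Measure – % inhibition of efflux relative to nicardipine and DMSO · Test system – ABCG2 IgMXP3 and barcoded ABCB1 CCRF-Adr cell mix · Control set – nicardipine as high control, DMSO as low control · Compound – one concentration, 6.6 µM final · Signal – flow cytometry of retained JC-1 fluorescence · Timing – 10 min exposure at 25 °C with rotation, no wash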
Bim-Bcl-2: inhibitors of Bim-Bcl-2 binding, primary screen, biochemical, multiplexed, human Bcl-2 family; Apoptosis regulator Bcl-2 (Homo sapiens), P10415; Bead-based flow cytometry, Bim peptide-Bcl-2 binding; inhibition, % at 10 µM; 190,000 compounds, 0.06% hits; AID 950, 2007; in the data active means inhibition above about 40%; inconclusive means no clear call, values can overlap the other calls;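 further: 0% = no compound wells with probe peptide and 100% = reference peptide inhibitor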
Bim-Bfl-1: inhibitors of Bim binding to Bfl-1, primary screen, biochemical, multiplexed, bead-based flow cytometry; Bcl-2-related protein A1 (Homo sapiens), Q16548; Bim-Bfl-1 binding inhibition; inhibition, % at 10 µM; 190,000 compounds, 0.12% hits; AID 1008, 2008;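 further: 0% = wells without compound plus tracer and 100% = blocker peptide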
ABCB1 inh: ABCB1 efflux pump inhibitors, primary screen, cell-based, multiplex, flow cytometry, ABCG2 counter-screen; ATP-dependent translocase ABCB1 (Homo sapiens), P08183; CCRF-Adr cells, JC-1 efflux; inhibition, % at 6.6 µM; 190,000 compounds, 0.067% hits; in the data active means inhibition above about 40%;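 further: 0% = vehicle and 100% = reference inhibitor; higher value means more JC-1 retained so stronger ABCB1 efflux block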
Target sequence (P08183 whole entry, looked up): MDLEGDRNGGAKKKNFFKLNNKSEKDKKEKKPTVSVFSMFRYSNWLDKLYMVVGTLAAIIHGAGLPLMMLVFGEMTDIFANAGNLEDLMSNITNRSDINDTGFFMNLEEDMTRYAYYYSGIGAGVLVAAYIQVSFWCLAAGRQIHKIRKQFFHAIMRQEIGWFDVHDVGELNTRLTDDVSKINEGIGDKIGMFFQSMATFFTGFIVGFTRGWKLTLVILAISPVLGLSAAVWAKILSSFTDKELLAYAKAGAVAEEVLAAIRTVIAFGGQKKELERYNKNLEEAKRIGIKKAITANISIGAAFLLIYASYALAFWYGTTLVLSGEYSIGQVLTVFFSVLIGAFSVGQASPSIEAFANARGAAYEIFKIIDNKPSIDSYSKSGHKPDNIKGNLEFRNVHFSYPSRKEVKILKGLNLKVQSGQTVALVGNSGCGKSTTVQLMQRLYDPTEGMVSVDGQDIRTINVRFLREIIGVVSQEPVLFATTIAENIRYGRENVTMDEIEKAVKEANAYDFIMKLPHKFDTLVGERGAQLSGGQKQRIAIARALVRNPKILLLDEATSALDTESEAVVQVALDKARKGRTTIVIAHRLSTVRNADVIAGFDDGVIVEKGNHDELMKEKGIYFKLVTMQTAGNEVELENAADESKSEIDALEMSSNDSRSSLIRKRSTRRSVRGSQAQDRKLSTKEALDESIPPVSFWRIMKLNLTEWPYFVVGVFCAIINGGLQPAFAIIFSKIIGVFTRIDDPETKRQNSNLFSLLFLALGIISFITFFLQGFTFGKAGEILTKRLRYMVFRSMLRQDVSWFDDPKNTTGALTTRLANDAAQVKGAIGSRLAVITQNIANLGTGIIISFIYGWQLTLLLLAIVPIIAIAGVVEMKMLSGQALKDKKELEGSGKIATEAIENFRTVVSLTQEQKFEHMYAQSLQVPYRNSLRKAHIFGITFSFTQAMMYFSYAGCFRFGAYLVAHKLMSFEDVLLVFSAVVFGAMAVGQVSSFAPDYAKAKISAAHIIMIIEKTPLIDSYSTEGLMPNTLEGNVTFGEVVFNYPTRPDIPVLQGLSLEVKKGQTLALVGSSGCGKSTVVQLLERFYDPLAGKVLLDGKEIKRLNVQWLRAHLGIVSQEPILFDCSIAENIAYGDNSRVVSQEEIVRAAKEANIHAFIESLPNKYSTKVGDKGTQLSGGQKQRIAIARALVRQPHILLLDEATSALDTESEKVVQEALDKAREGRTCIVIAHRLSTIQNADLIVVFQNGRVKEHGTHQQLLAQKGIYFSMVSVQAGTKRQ
* marks the source's active call; other numbers are inactive results; u = inconclusive; x = not tested or not shown. Unless noted, no stated cut-off is given here; in the data, active means inhibition above about 40%.

Under each structure: Bim-Bcl-B	RGS7-Gao	RGS4-Gao reg	Bim-Bcl-W	RGS8-Gao reg	Mcl-1 Bim block	Bim-Bcl-XL	ABCG2 inh	Bim-Bcl-2	Bim-Bfl-1	ABCB1 inh
CCCCNC(=O)c1cc2n(n1)C(C(F)(F)F)CC(c1ccccc1)N2 (stereo unspecified)
    -5.0	103.4	105.7	2.0	105.2	-2.0	-12.0	4.3	-8.0	-9.0	0.6
CC1(C)NC(=O)N(CCOCCOc2ccc3ccccc3c2Br)C1=O
    1.0	94.4	97.7	-1.0	96.9	-1.0	0.0	6.4	0.0	0.0	1.4
Cc1ccc(-c2cc(-c3ccccc3)[nH]c(=S)c2C#N)cc1
    -13.0	107.9	99.5	-4.0	99.7	-1.0	-8.0	-3.3	-9.0	-3.0	-4.5
C=CCN1C(=O)CSc2ccc(C(=O)OCC)cc21
    -11.0	102.7	103.4	-7.0	101.2	-7.0	-13.0	8.2	-14.0	-21.0	0.1
Cn1c(Oc2ccc(F)cc2)c(C=O)c2ccccc21
    -4.0	88.8	85.5	0.0	100.7	0.0	-1.0	1.8	-3.0	-8.0	0.1
Cc1cccc(NC(=S)N(CCc2nc3cc(C)c(C)cc3[nH]2)Cc2cccnc2)c1
    -19.0	101.1	99.2	-5.0	101.8	-11.0	-8.0	3.4	-9.0	-10.0	0.5
CC1CCCCN1C(=O)CN1C(=O)CN(C)C(=O)c2ccccc21 (stereo unspecified)
    -2.0	100.2	100.9	-1.0	100.4	-4.0	-4.0	-0.5	-1.0	-2.0	0.0
CC(=O)NC(=O)Nc1sc(=S)n(C)c1C
    33.0	97.7	96.6	37.0	100.4	41.0*	49.0*	10.5	34.0	56.0*	0.2
O=C(O)CCCn1cc(NC(=O)c2cccc(F)c2)cn1
    -2.0	94.8	96.0	-3.0	97.8	-2.0	0.0	1.2	0.0	-1.0	0.4
COc1cc(OC)c2nc(C)c3c(c2c1)N(c1ccc(O)cc1)CC3
    0.0	97.0	99.1	-1.0	99.5	-4.0	0.0	1.2	-3.0	-3.0	0.0
Cc1cccc2cc(CN(Cc3nnnn3Cc3ccccc3)C3CCCC3)c(=O)[nH]c12
    -13.0	96.9	99.1	-5.0	95.9	-4.0	-19.0	8.2	-8.0	-29.0	7.6
Cc1cc(C)c(C(=O)COC(=O)[C@H](C)Nc2ccc(C(F)(F)F)cc2[N+](=O)[O-])c(C)c1
    -2.0	103.5	101.3	2.0	100.1	3.0	-5.0	0.1	-6.0	-6.0	-0.1
CSc1nnc(-c2cc3c(-c4ccccc4)nn(C)c3s2)n1C
    7.0	95.5	96.9	5.0	98.0	3.0	6.0	0.4	0.0	0.0	0.2
C/C(=N\NC(N)=S)C1C2C3CC4C5CC(C42)C1C53 (stereo unspecified)
    -2.0	100.2	100.1	-2.0	101.1	2.0	-2.0	10.5	-2.0	0.0	-0.2
Cc1cccc(C(C)C)c1NC(=O)COC(=O)Cc1ccsc1
    -6.0	101.2	100.0	-4.0	98.8	-1.0	-4.0	23.0	-4.0	-5.0	0.2
Cc1nc(NC(=O)CCl)sc1C(=O)N(C)C
    -5.0	102.8	99.3	-4.0	100.7	-3.0	-3.0	0.1	-8.0	-6.0	0.1
CC1(CCc2ccccc2)NC(=S)N(c2ccc(Cl)cc2)N1 (stereo unspecified)
    -8.0	104.5	101.5	-1.0	102.4	-3.0	-7.0	1.8	0.0	-1.0	x
NC(=O)NOCc1ccccc1
    -1.0	u	102.8	0.0	100.1	-1.0	-1.0	3.3	-1.0	-3.0	1.4
CC(=O)Nc1ccc(S(=O)(=O)Oc2ccc(C=O)cc2)cc1
    -3.0	100.4	105.0	-4.0	108.0	-5.0	-3.0	30.1	-2.0	-8.0	0.6
O=C(CSc1nnc(-c2ccccc2F)n1C1CCCCC1)N1CCCC1
    -6.0	100.8	100.9	2.0	100.1	0.0	-3.0	-7.3	-7.0	-5.0	-3.6
COc1ccc(Cn2c(=O)[nH]c3cc(C(=O)NCCCN4CCCCC4)ccc3c2=O)cc1
    -10.0	103.0	105.4	0.0	103.8	-2.0	-6.0	1.9	-9.0	-11.0	0.4
CCOC(=O)c1c(C)[nH]c(C)c1-c1ccccc1OC
    0.0	105.6	91.5	1.0	93.5	0.0	0.0	4.5	-3.0	-2.0	0.8
COc1ccc(NC(=O)[C@H](CCS(C)(=O)=O)N2Cc3ccccc3C2=O)c(OC)c1
    -1.0	102.4	104.1	0.0	101.6	0.0	-2.0	0.9	0.0	-6.0	0.1
COC(=O)c1c(NC(=O)CSc2nnc3ccccn23)sc2c1CCC2
    0.0	98.3	97.8	-1.0	101.5	0.0	-3.0	6.8	2.0	-1.0	0.9
CC1=C(C(N)=O)C(c2ccc(Cl)cc2)NC(=O)N1 (stereo unspecified)
    -3.0	103.7	101.7	-3.0	102.8	-3.0	-4.0	-0.8	-3.0	-4.0	-0.1
CN(c1ccc(OCC(=O)OCC(=O)NC2CCCC2)cc1)S(=O)(=O)c1ccc2ccccc2c1
    -2.0	u	100.5	0.0	100.4	0.0	-2.0	5.7	-2.0	-5.0	0.6
CC(C)CCn1c(CN2CCN(Cc3ccccc3)CC2)nc2c1c(=O)n(C)c(=O)n2C
    0.0	101.2	99.4	0.0	97.1	0.0	-6.0	3.5	7.0	3.0	6.3
CSc1cccc(NC(=S)N(C(C)C)C(C)c2ccccn2)c1 (stereo unspecified)
    -5.0	89.3	98.5	-8.0	95.8	0.0	-4.0	-1.4	-3.0	-4.0	-1.2
CCn1cc(CNC(=S)Nc2cccc(Cl)c2C)cn1
    -7.0	95.4	101.5	-1.0	102.5	-5.0	-6.0	-0.1	2.0	-6.0	-0.3
COc1cccc2cc(-c3nnc(SCC(=O)Nc4nc(C)cs4)n3C)oc12
    -1.0	106.8	109.8	0.0	103.7	-1.0	3.0	4.5	-1.0	-2.0	0.8

Three compounds already listed, arranged by their value in RGS4-Gao reg, rising.
molecule	Bim-Bcl-B	RGS7-Gao	RGS4-Gao reg	Bim-Bcl-W	RGS8-Gao reg	Mcl-1 Bim block	Bim-Bcl-XL	ABCG2 inh	Bim-Bfl-1
COC(=O)c1c(NC(=O)CSc2nnc3ccccn23)sc2c1CCC2	0.0	98.3	97.8	-1.0	101.5	0.0	-3.0	6.8	-1.0
Cc1nc(NC(=O)CCl)sc1C(=O)N(C)C	-5.0	102.8	99.3	-4.0	100.7	-3.0	-3.0	0.1	-6.0
CC(C)CCn1c(CN2CCN(Cc3ccccc3)CC2)nc2c1c(=O)n(C)c(=O)n2C	0.0	101.2	99.4	0.0	97.1	0.0	-6.0	3.5	3.0

(listing goes on)
Under each structure: Bim-Bcl-B	RGS7-Gao	RGS4-Gao reg	Bim-Bcl-W	RGS8-Gao reg	Mcl-1 Bim block	Bim-Bcl-XL	ABCG2 inh	Bim-Bcl-2	Bim-Bfl-1	ABCB1 inh
[O-][n+]1c2c(nn1-c1ccccc1)/C(=N/O)CCC2
    1.0	101.9	100.1	0.0	98.7	3.0	-2.0	8.5	-2.0	-2.0	0.5
CCCc1nc2n[nH]c(N)c2c2c1COC(C)(C)C2
    -7.0	99.8	101.3	-1.0	101.2	-3.0	-7.0	46.1	-11.0	-17.0	1.6
CCN(/N=C/c1cccs1)c1cc(=O)n(C)c(=O)[nH]1
    -4.0	100.7	102.9	0.0	101.6	-4.0	-4.0	9.1	-4.0	-3.0	0.2
Cn1c(O)c(C=Nc2ccc(Br)cc2)sc1=O
    -3.0	92.8	92.0	-2.0	96.8	-3.0	-4.0	5.2	-3.0	-3.0	0.3
Cc1cc(C)c(OCCCCNCc2ccccc2)c(Cl)c1
    -6.0	105.1	105.9	0.0	110.3	0.0	-3.0	0.0	-7.0	-5.0	1.2
CN(C)CCNc1oc(/C=C/c2ccccc2)nc1C#N
    -10.0	100.1	99.8	-3.0	100.4	-5.0	-8.0	7.8	-8.0	-9.0	1.5
CCO[C@@H]1OC(C(=O)NCc2nc3ccccc3[nH]2)=C[C@H](c2ccccc2)[C@H]1CCCO
    1.0	98.4	102.4	-2.0	107.4	-1.0	0.0	0.7	6.0	3.0	0.0
COc1ccccc1Cn1cccc1C=O
    -3.0	111.0	106.1	0.0	107.6	2.0	1.0	-0.4	-3.0	-5.0	0.1
Oc1ccccc1CNc1ccc(OC(F)(F)F)cc1
    -8.0	108.0	100.0	-3.0	97.4	0.0	-5.0	2.1	-7.0	-6.0	0.2
CCOc1cccc(C(=O)Nc2cccc(NC(=O)c3ccco3)c2)c1
    -1.0	100.8	100.5	0.0	103.5	0.0	1.0	8.9	-3.0	-4.0	4.7
Cc1ccc(S(=O)(=O)N2C(=O)CCC2C(=O)N2CCN(C)CC2)cc1 (stereo unspecified)
    -1.0	106.0	106.5	-2.0	103.9	-1.0	-1.0	2.4	0.0	-1.0	0.3
C=CCn1c(SCc2cc(=O)n3cc(C)ccc3n2)nnc1-c1cccc(C)c1
    -4.0	105.8	103.9	-3.0	110.5	0.0	-3.0	6.9	0.0	0.0	1.4
CC(C)COc1ccc(C(=O)Nc2scc(-c3ccc(Cl)cc3Cl)c2C(N)=O)cc1
    -1.0	98.8	98.6	-2.0	100.1	-3.0	-1.0	0.3	-4.0	0.0	0.2
COc1cccc(/C=C2\N=C(c3c(-c4ccccc4)noc3C)OC2=O)c1OC
    0.0	99.0	98.5	-2.0	97.6	0.0	-1.0	0.6	-1.0	0.0	0.1
Cc1c(C(=O)NCc2ccc3c(c2)OCO3)oc2ccc(S(=O)(=O)N3CCCCC3)cc12
    -2.0	104.1	101.9	-4.0	101.3	-2.0	0.0	-0.1	-4.0	-1.0	0.1
O=S(=O)(NCc1ccccc1)c1ccc(Cl)cc1
    -4.0	102.0	100.5	-1.0	97.8	-6.0	-5.0	2.4	-2.0	-5.0	0.1
Cc1cc(C(=O)CSc2nncn2C)c(C)n1-c1ccccc1
    0.0	103.1	99.6	0.0	100.5	0.0	1.0	5.2	-1.0	-2.0	1.1
C1=CC2CC1CC2CN1CCN(c2ccccc2)CC1 (stereo unspecified)
    -5.0	98.5	99.9	3.0	101.6	0.0	-4.0	0.4	-6.0	-8.0	0.2
Fc1ccc(Oc2ccc3nnc(C(F)(F)F)n3n2)cc1
    -1.0	101.1	102.7	0.0	101.0	0.0	-1.0	9.6	-3.0	1.0	1.1
COCCn1c(SCC(=O)c2ccc(Cl)cc2)nnc1C(C)C
    -10.0	102.5	96.4	-3.0	98.0	-2.0	-5.0	4.3	-6.0	-14.0	0.2
CC(C)Oc1ccc(N2CC(C(=O)NC3=NCCS3)CC2=O)cc1 (stereo unspecified)
    0.0	101.2	102.0	13.0	105.0	25.0	1.0	7.3	3.0	-3.0	0.5
